# Assay outcomes (PubChem BioAssay)
# D1 potentiator = human D1 dopamine receptor positive modulation. P21728. HEK293 TREx D1 cells, calcium flux, dopamine EC20 potentiation. potentiation, % at 10 µM. 360,000 compounds, 0.036% hits; in the data active = potentiation above about 30%; also: 0% is about no effect
# D2 PAM = positive allosteric modulators of human D2 dopamine receptor | P14416 | HEK293 T-REx D2, calcium flux, EC20 dopamine potentiation | potentiation, % at 10 µM | 340,000 compounds, 0.34% hits;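 active = potentiation over 3 SD above the plate norm, cut at about 30% in these data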; also: 0% is about no effect
#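 Using a no-wash calcium dye in inducible, force-coupled HEK293 Trex cells expressing D2, we tracked fluorescence each second for 180 s after compound, then for 180 s after EC20 dopamine to detect augmented signalling.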
# Vif-APOBEC3G blk = Vif-A3G binding inhibition; 410,000 compounds, 0.076% hits; Potency, µM (highest dose often 46.1 µM), without a hit: top-dose activity, negative = active, usual class: inhibitors; Q9HC16; HeLa A3G-eYFP + Vif (tagged APOBEC3G with the HIV-1 protein that degrades it), YFP fluorescence, overnight;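 also: potency is read from the fitted curve at half-maximal effect; % is scaled to controls: 0 for no effect and ±100 for the full control effect; nearly all actives have a fitted effect of over 60% in size; hits raise eYFP signal because A3G escapes Vif-driven loss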
#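 HeLa cells stably expressing Vif and C-terminally eYFP-tagged A3G, seeded overnight at 37 deg C, then exposed to compound by pintool overnight at 37 deg C. Rise in yellow fluorescence (Ex 488/Em 500-530, Acumen) marks blocked Vif-driven A3G degradation.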
# RXFP1 ag = RXFP1 (human) receptor agonism. Q9HBX9. HEK293T-RXFP1 cAMP TR-FRET, 30 min; response scale: percent of porcine relaxin response, buffer zero. Potency, µM (series often up to 57.5 µM), for the others: at the highest dose activation, usual class: activators. 370,000 compounds, 0.3% hits. AID 2676; also: potency is read from the fitted curve at half-maximal effect; % is scaled to controls: 0 for no effect and ±100 for the full control effect; nearly all actives have a fitted effect of over 60% in size; many of its hits are not listed in these tables
# Target sequence (Q9HBX9 whole entry, looked up): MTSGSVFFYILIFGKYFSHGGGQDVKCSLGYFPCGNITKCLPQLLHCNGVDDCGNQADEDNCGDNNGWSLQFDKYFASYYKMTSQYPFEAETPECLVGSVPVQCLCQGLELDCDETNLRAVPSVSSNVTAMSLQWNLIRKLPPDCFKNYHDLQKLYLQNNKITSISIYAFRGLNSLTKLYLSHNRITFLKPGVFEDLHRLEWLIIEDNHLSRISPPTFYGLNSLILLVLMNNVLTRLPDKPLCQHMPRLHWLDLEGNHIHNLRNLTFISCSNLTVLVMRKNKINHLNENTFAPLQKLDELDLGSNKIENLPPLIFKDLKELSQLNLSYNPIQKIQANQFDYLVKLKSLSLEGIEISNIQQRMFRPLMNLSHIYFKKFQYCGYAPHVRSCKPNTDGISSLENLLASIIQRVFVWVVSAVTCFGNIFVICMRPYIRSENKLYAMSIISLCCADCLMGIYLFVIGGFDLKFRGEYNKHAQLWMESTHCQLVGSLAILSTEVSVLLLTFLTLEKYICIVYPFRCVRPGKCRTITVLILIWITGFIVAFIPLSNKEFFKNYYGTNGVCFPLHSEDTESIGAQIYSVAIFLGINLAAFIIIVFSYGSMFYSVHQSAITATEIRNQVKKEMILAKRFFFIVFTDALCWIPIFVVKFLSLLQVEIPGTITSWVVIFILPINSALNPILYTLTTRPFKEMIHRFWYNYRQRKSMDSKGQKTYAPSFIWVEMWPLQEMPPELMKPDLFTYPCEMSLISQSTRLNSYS
#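 HEK293 cells stably expressing RXFP1, treated 30 min at 37C with compounds plus PDE4 inhibitor Ro 20174; cAMP measured by HTRF TR-FRET. Normalized to buffer and 29 nM porcine relaxin; EC50 by Hill fit.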
# D1 agonist = agonists of human D1 dopamine receptor; 360,000 compounds, 1% hits; HEK293 T-REx D1 cells, calcium flux, agonist mode; activation, % at 2 µM; in the data active = activation above about 30%; also: 0% is about no effect
#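 Inducible HEK293 T-REx D1 cells, force-coupled to calcium signalling, were plated at 4000 cells/well with tetracycline and held overnight at 30 C. After no-wash calcium dye loading, compound-evoked calcium rise over 180 s flagged agonists.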
# RXFP1 antag = blocks the human relaxin receptor RXFP1; HEK293-RXFP1, relaxin-stimulated cAMP HTRF, 30 min; active compounds read low; activity change, negative = inhibition, % at 57.5 µM; 350,000 compounds, 0.59% hits;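 active = activity change of -60% or lower, but not beyond a set lower limit; inconclusive = change between -60% and -40%, or beyond the set limit; inactive = change above -40%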; also: % is scaled to controls: 0 for no effect and ±100 for the full control effect
# D1 antag = blocks dopamine activation of the human D1 receptor. activity change, negative = inhibition, % at 10 µM. P21728. 360,000 compounds, 3.2% hits. AID 504652. HEK293 TREx D1 cells, calcium flux, dopamine EC80; active compounds read low; in the data active = activity change below about -30%; also: % is scaled to controls: 0 for no effect and ±100 for the full control effect
#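 Calcium flux readout: force-coupled, inducible Hek293 Trex D1 line, cells induced overnight at 30 C with tetracycline, dye-loaded 30–90 min at RT. Antagonism scored against EC80 dopamine challenge given 180 s after compound.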
# Glioma ERSR ind = inducers of ER stress response in human glioma cells. U87-MG GRP78 promoter luciferase reporter, 16 h. Potency, µM, for inactives: top-dose activation, most hits filed as activators. 420,000 compounds, 0.02% hits; also: potency is read from the fitted curve at half-maximal effect; series mostly up to about 76 µM; % of control where 0% means no effect; nearly all actives have a fitted effect of over 35% in size
#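 Stably transfected U87-MG human glioma cells carrying a GRP78-based luminescent sensor were seeded at 1000 cells/well, pin-dosed with compounds and incubated 16 h. Luciferase reagent was then added, and end-point luminescence was read after 10 min at room temperature.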
# Vif-A3F inh = Vif-A3F binding inhibition | 390,000 compounds, 0.2% hits | AID 602313 | Potency, µM (doses to about 46.1 µM), for the others: at the top dose activity, negative = active | HeLa A3F-eYFP + Vif (tagged APOBEC3F with the HIV-1 protein that degrades it), YFP fluorescence increase; also: potency is read from the fitted curve at half-maximal effect; % of control where 0% means no effect; nearly all actives have a fitted effect of over 65% in size
#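 Fluorescence increase (Ex 488/Em 500-530) after overnight compound treatment at 37 deg C flags inhibition of Vif-driven A3F-eYFP loss in stable HeLa A3F-eYFP/Vif cells seeded overnight beforehand.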
# Starred values were filed as active, the others as inactive; ? = inconclusive; . = not tested or not shown. Unless noted, calls follow the shape of the dose curve; as a rule, active = well fitted curve in the direction sought with a large enough effect; inconclusive = small, poorly fitted or top-dose-only effect, or another doubt; inactive = no such curve, though single readings can be large; an effect the other way counts as inactive or inconclusive. Only part of the results is shown (hit frequency here may not be typical).
SMILES,D1 potentiator,D2 PAM,Vif-APOBEC3G blk,RXFP1 ag,D1 agonist,RXFP1 antag,D1 antag,Glioma ERSR ind,Vif-A3F inh
CCOC(=O)c1cc2sccc2n1CC(=O)N1CCCc2ccccc21,3,-3,0%,-0.5%,9,43,4,-4%,-1%
Cc1ccc(Nc2nc(-c3ccc(O)cc3O)cs2)nc1,3,-4,-21%,0.4%,0,?,10,?,13%
CCOC(=O)C1=C(COC(=O)CCOc2ccc(C)cc2)NC(=O)NC1C (configuration not stated),-5,-13,-28%,1.8%,0,-2,2,3%,-8%
Cc1ccc(N2CC(C(=O)NCCN3CCOCC3)CC2=O)cc1 (configuration not stated),3,-5,3%,1.0%,0,-4,3,-4%,5%
O=C(NCc1ccc(F)cc1)C1CCC(CNS(=O)(=O)c2ccccc2)CC1 (configuration not stated),-9,-10,-4%,-0.8%,4,9,7,-7%,0%
O=c1[nH]cnc2c1N=C(c1cccc([N+](=O)[O-])c1)CC(c1ccccc1)N2 (configuration not stated),-4,-2,3%,2.3%,4,-22,4,-1%,8%
CC(=O)Nc1ccc(S(=O)(=O)NC(C)C(=O)OCC(=O)NC2CCCC2)cc1 (configuration not stated),-6,-1,-1%,-0.4%,3,-5,1,0%,-13%
Oc1ccc(/C=N/Nc2nc(-c3ccccc3F)nc3ccccc23)c(O)c1,0,-2,-24%,-0.3%,5,-2,0,0%,0%
COC(=O)c1ccc(N(CC(=O)NC2CCCC2)C(=O)CNC(=O)c2ccco2)cc1,4,3,2%,-1.3%,0,5,-3,-1%,-5%
CC(NC(=S)Nc1ccc(F)cc1)C(c1cccs1)N1CCOCC1 (configuration not stated),-5,11,2%,-2.9%,1,4,-9,-1%,9%
CS(=O)(=O)N1CCC(C(=O)Nc2cc(C(F)(F)F)ccc2Cl)CC1,0,-12,3%,22%,1,-5,6,-3%,-4%
COC(=O)c1cc2c(cc1NC(=O)c1cnn(-c3ccccc3)c1-n1cccc1)OCO2,0,.,1%,0.8%,-1,.,10,-3%,2%

# Gathered by group: the entries above containing a thiophene ring, fused or not (two)
SMILES,D1 potentiator,D2 PAM,Vif-APOBEC3G blk,RXFP1 ag,D1 agonist,RXFP1 antag,D1 antag,Glioma ERSR ind,Vif-A3F inh
CCOC(=O)c1cc2sccc2n1CC(=O)N1CCCc2ccccc21,3,-3,0%,-0.5%,9,43,4,-4%,-1%
CC(NC(=S)Nc1ccc(F)cc1)C(c1cccs1)N1CCOCC1 (configuration not stated),-5,11,2%,-2.9%,1,4,-9,-1%,9%

# New compounds follow.
SMILES,D1 potentiator,D2 PAM,Vif-APOBEC3G blk,RXFP1 ag,D1 agonist,RXFP1 antag,D1 antag,Glioma ERSR ind,Vif-A3F inh
O=C(NCCS(=O)(=O)N1CCN(c2ccccc2)CC1)C1CCCCC1,.,.,2%,.,.,-2,.,-7%,1%
COc1ccc2nc(SCC(=O)NCCc3ccccc3)[nH]c2c1,-2,4,1%,-0.4%,3,-16,1,-4%,6%
N#C/C(=C\c1cccs1)c1nc2ccccc2[nH]1,1,-11,-24%,-0.4%,-1,3,-3,4%,-17%
COc1ccc(Cc2nnc(NC(=O)C3CCCO3)s2)cc1 (configuration not stated),-2,9,0%,-0.3%,3,-15,3,0%,-1%
CCCc1cc(C(=O)Nc2cc(Cl)ccc2O)no1,-7,-4,-7%,3.3%,1,-10,-4,8%,1%
CN(C)S(=O)(=O)c1cccc(NC(=O)C2Cc3ccccc3CN2C(=O)c2ccccc2)c1 (configuration not stated),-7,10,-1%,1.5%,5,-8,5,1%,2%
O=C(c1ccc(CS(=O)Cc2ccccc2Cl)o1)N1CCN(c2ccccc2)CC1 (configuration not stated),.,.,0%,.,.,11,.,-3%,2%
COc1cccc(CNc2nc3nc(C)c(Cl)c(C)n3n2)c1,4,0,2%,4.7%,-4,0,7,-3%,4%
Cc1cccc(C)c1NC(=O)Cn1cc(C=O)c2ccccc21,-9,9,0%,3.4%,11,-1,1,4%,-1%
N#Cc1cccc(NC(=O)COC(=O)c2ccc3c(=O)n4c(nc3c2)CCC4)c1,1,-14,.,-2.0%,-1,.,9,.,.
CC(=O)N=c1scc(-c2ccccc2)n1-c1cccc(O)c1,-3,.,0%,?,0,?,-10,-6%,2%
CCOc1ccc2nc(N3CCC(C(=O)N4CCN(c5ncccn5)CC4)CC3)sc2c1,-9,-2,4%,0.0%,0,6,-15,2%,5%

# As entered above:
# Entry for COc1ccc2nc(SCC(=O)NCCc3ccccc3)[nH]c2c1 in D1 agonist: 3
# Entry for N#Cc1cccc(NC(=O)COC(=O)c2ccc3c(=O)n4c(nc3c2)CCC4)c1 in D1 agonist: -1
# Entry for CN(C)S(=O)(=O)c1cccc(NC(=O)C2Cc3ccccc3CN2C(=O)c2ccccc2)c1 (configuration not stated) in Vif-A3F inh: 2%
# Entry for CCCc1cc(C(=O)Nc2cc(Cl)ccc2O)no1 in D1 antag: -4
# Entry for O=C(NCCS(=O)(=O)N1CCN(c2ccccc2)CC1)C1CCCCC1 in Vif-APOBEC3G blk: 2%
# Entry for Cc1cccc(C)c1NC(=O)Cn1cc(C=O)c2ccccc21 in RXFP1 antag: -1

# (cont.)
SMILES,D1 potentiator,D2 PAM,Vif-APOBEC3G blk,RXFP1 ag,D1 agonist,RXFP1 antag,D1 antag,Glioma ERSR ind,Vif-A3F inh
Cc1cc(C(=O)NN)c(C)o1,-3,-6,1%,6.4%,0,4,-24,1%,-9%
Cc1ccc(-c2nc3scc(CCNC(=O)c4cccc(Br)c4)n3n2)cc1,2,2,-18%,-0.4%,2,7,-14,-9%,?
COC(=O)c1ccc(CSc2nc3c([nH]c4ccccc43)c(=O)n2-c2ccc(OC)cc2)o1,-2,15,-1%,-1.1%,0,.,-1,1%,-5%
CN(Cc1ccc(OC(F)F)cc1)C(=O)c1ccc2nccnc2c1,0,-5,2%,15%,2,10,6,-4%,0%
CC(=O)NCCc1ccc(C(=O)COC(=O)c2cc(C)oc2C)cc1,.,.,1%,.,.,-2,.,-1%,0%
CCOc1cc(NC(=S)NCCCN2CCOCC2)c(OCC)cc1NC(=O)c1ccccc1,-2,-23,-5%,-1.3%,2,4,-5,-4%,?
CC(OC(=O)C1CSC2(C)CCC(=O)N12)C(=O)Nc1cccc(C#N)c1 (configuration not stated),4,11,2%,0.8%,5,-3,2,-5%,1%
CCc1ccccc1NC(=O)c1cc2ncc(Br)cn2n1,-5,-1,2%,2.2%,0,7,0,4%,-14%
COc1ccc(CCNC(=O)C(=O)Nc2ccccc2F)cc1,1,-5,-4%,4.6%,2,-7,-4,0%,-2%
CC(=O)N1CCC(N(Cc2ccco2)C(=O)Nc2cccc(C)c2)CC1,-4,.,0%,1.3%,0,-13,1,0%,-5%
O=C(CCc1nnc2ccc(NCCCN3CCCC3=O)nn12)NCc1ccccc1Cl,-8,8,0%,?,0,-6,-15,1%,-3%
O=C(Nc1c2c(nn1-c1cccc(Cl)c1)CS(=O)(=O)C2)c1cccs1,-3,-3,2%,-0.8%,7,4,-16,1%,-20%
CSc1ccc(S(=O)(=O)NCc2ccc(Cl)cc2Cl)cc1,0,-6,-1%,3.9%,3,5,-9,-2%,-7%
CC1(C)CC(NC(=O)c2ccc(Cl)c(S(=O)(=O)N(Cc3ccccc3)c3ccccc3)c2)CC(C)(C)N1,-7,-5,-18%,-1.8%,-1,?,9,-6%,7%
O=C1CCN(CCCN2CCC(=O)N(Cc3ccccc3)C2=S)C(=S)N1Cc1ccccc1,.,.,-4%,.,.,3,.,-6%,-1%
COc1ccc(S(=O)(=O)Nc2ccc(NC(C)=O)cc2)cc1Cl,-1,7,-5%,0.7%,1,-10,2,-7%,1%
COc1ccccc1C(=O)NCC(=O)OCC(=O)c1ccc2c(c1)-c1ccccc1C2,4,-18,-10%,2.8%,5,-4,11,-1%,3%
CC(=O)NCCNC(=O)c1ccc(-n2c(C)ccc2C)cc1,-1,-11,3%,-0.8%,2,11,-27,1%,-5%
COc1ccc(-c2c(C)nn(-c3ccccc3)c2N)cc1OC,-10,-8,0%,-1.1%,0,-4,-8,2%,-5%
O=C(/N=C1/c2ccccc2CN1c1ccccc1)Nc1ccccc1,-7,-11,-5%,0.6%,1,3,-3,2%,-6%
O=C(CCC(=O)Nc1ccccc1)N/N=C/c1ccco1,1,-7,0%,1.9%,0,20,3,-1%,0%
Cc1ccc(S(=O)(=O)N2CCN(S(=O)(=O)N3CCCCC3)CC2)c(C)c1,-6,-4,0%,1.6%,14,-19,-20,-1%,-6%
NC(=O)c1ccsc1NC(=O)COC(=O)c1c(F)cccc1Cl,-4,14,1%,6.2%,12,8,-24,1%,-4%
COC(=O)c1cc(C(=O)OC)n(Cc2ccc(F)cc2)c1C,0,-1,0%,-0.6%,1,7,-4,3%,16%
CC1=NN(C(=O)COc2ccccc2)C(O)(c2ccccc2)C1 (configuration not stated),-4,2,-2%,3.7%,2,12,16,0%,2%
O=c1[nH]c2cc3c(cc2cc1C(c1nnnn1C1CCCC1)N1CCSCC1)OCCO3 (configuration not stated),2,7,-1%,6.3%,4,4,7,-4%,2%

# Rewritten with values under each structure: 3 of the compounds above.
# The line under a structure holds: D1 potentiator | D2 PAM | Vif-APOBEC3G blk | RXFP1 ag | D1 agonist | RXFP1 antag | D1 antag | Glioma ERSR ind | Vif-A3F inh
> Cc1ccc(-c2nc3scc(CCNC(=O)c4cccc(Br)c4)n3n2)cc1
  2 | 2 | -18% | -0.4% | 2 | 7 | -14 | -9% | ?
> COC(=O)c1ccc(CSc2nc3c([nH]c4ccccc43)c(=O)n2-c2ccc(OC)cc2)o1
  -2 | 15 | -1% | -1.1% | 0 | . | -1 | 1% | -5%
> CN(Cc1ccc(OC(F)F)cc1)C(=O)c1ccc2nccnc2c1
  0 | -5 | 2% | 15% | 2 | 10 | 6 | -4% | 0%
